CHRM1 antagonist: human CHRM1 antagonism | P11229 | CHO-K1 hM1, Fluo-8 calcium fluorescence, ACh EC80 antagonist | inhibition, % at 3 µM | 1.3% of 360,000 active | AID 588852;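 active = percent inhibition above its own plate's cutoff, namely the mean of that plate's compound wells plus 3 SD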;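 note: peak over basal fluorescence ratio during 140 s after agonist addition; 0% = ACh EC80 plus DMSO and 100% = DMSO alone without agonist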
Target sequence (P11229 whole entry, looked up): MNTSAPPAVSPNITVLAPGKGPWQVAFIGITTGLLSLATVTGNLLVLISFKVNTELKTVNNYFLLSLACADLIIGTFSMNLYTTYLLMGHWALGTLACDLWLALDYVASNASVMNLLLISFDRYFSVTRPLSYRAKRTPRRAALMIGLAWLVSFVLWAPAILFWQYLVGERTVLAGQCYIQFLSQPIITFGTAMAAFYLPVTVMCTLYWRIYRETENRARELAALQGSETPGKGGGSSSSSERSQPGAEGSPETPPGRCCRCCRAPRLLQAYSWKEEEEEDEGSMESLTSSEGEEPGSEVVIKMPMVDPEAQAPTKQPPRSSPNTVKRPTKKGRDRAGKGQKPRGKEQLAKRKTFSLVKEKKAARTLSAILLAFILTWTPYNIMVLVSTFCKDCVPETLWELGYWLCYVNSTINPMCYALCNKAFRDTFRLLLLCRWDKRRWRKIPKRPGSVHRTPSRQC
V1R ag counter: counter-screen for oxytocin receptor agonists: human V1a receptor agonists; P37288; CHO-V1R cells, Fluo-8 calcium fluorescence, agonist mode; 0% DMSO, 100% 3 nM vasopressin; activation, % at 3 µM; 0.25% of 320,000 active; AID 2797;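 active = activation above the mean activation of all tested compounds plus 3 SD, per screening run, cut at about 20% in these data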;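 note: signal is peak over basal fluorescence ratio across a 100 second FLIPR read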
TAAR1 antagonist: human TAAR1 antagonism. Q96RJ0. CHO RD-HGA16 TAAR1, Fluo-8 calcium fluorescence, antagonist. inhibition, % at 3 µM. 1.5% of 360,000 active;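 active = inhibition above a per-plate cutoff, the mean inhibition of test compounds on that plate plus 3 SD, cut at about 49% in these data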;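 note: 0% = DMSO plus EC80 beta-PEA response and 100% = DMSO alone without agonist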
Target sequence (Q96RJ0 whole entry, looked up): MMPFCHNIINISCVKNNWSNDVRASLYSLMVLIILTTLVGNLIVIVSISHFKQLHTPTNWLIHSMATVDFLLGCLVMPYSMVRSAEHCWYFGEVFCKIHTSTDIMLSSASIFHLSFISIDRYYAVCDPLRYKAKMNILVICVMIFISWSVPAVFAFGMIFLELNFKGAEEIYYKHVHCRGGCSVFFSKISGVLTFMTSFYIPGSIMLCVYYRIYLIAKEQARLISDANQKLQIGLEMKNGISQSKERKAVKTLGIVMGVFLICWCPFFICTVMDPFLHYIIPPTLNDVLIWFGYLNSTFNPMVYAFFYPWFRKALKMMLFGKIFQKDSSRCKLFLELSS
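Test system – hTAAR1-expressing CHO RD-HGA16 cells, Gα16-coupled · Also added – β-PEA at EC80 concentration, post-compound challenge · Compound – 3 µM, single point · Incubation – dye loading 75 min at 37 °C, then 30 min room temperature · Measured by – Fluo-8 intracellular calcium dye fluorescence, real-time kinetic reads · Benchmarks – vehicle and agonist controls · Replicates – singlicate, one well per test compound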
OXTR agonist: activates the human oxytocin receptor. CHO-OTR cells, Fluo-8 calcium fluorescence; normalized: DMSO 0%, oxytocin 100%. activation, % at 3 µM. 0.32% of 320,000 active. AID 2435;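 active = activation above the mean of all tested compounds plus 3 SD, cutoff set per screening run, cut at about 20% in these data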;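 note: peak over basal fluorescence ratio from a 100 s FLIPR kinetic read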
CHRM1 PAM: potentiates human M1 receptor response to acetylcholine; P11229; CHO-K1 hM1, Fluo-8 calcium fluorescence, ACh EC20; 0% = ACh EC20, 100% = maximal ACh; activation, % at 3 µM; 0.088% of 360,000 active; in the data active = activation above about 19%, passing the limit was not always enough
CHRM1 agonist: activates human CHRM1 receptor; P11229; CHO-K1 hM1, Fluo-8 calcium fluorescence, agonist mode; 0% DMSO, 100% acetylcholine EC100; activation, % at 3 µM; 0.33% of 360,000 active;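 active = activation above the run's mean compound activation plus 3 SD, cut at about 16% in these data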;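 note: peak over basal fluorescence ratio within a 140 s kinetic read after compound addition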
CHO parental Ca: counter-screen for OX1R antagonists: effect in parental CHO cells; AID 463079; inhibition, % at 5.6 µM; parental CHO-K1, ATP-induced calcium, Fluo-8 fluorescence; 0.63% of 330,000 active;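 active = inhibition above that plate's mean sample inhibition plus 3 SD, cut at about 26% in these data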;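 note: 0% = ATP-challenged DMSO wells and 100% = DMSO wells without ATP; some compounds past the cut are filed as inactive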
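material = parental CHO cells | also added = ATP as calcium-mobilizing challenge | dosing = single point at 5.6 µM | detection = intracellular calcium via Fluo-8 no-wash fluorescent dye | read-out = % inhibition | benchmarks = low control ATP plus DMSO, high control DMSO only | repeats = one well per compound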
TAAR1 ag: agonists of human TAAR1. activation, % at 3 µM. CHO RD-HGA16 TAAR1, Fluo-8 calcium fluorescence; vehicle wells 0%, saturating PEA agonist 100%. 0.99% of 360,000 active. Q96RJ0;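 active = activation above the mean activation of all test compounds in the run plus 3 SD, cut at about 38% in these data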
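test system = CHO RD-HGA16 cells carrying human TAAR1 plus Gα16 | schedule = 17-24 h seeding, 75 min 37 °C dye, 30 min RT | compound dosing = 3 µM single concentration | control set = DMSO and PEA EC100 | replicates = n 1 | signal = Fluo-8 fluorescence, 5 s baseline then 140 s kinetic read | measure = percent activation vs PEA EC100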
OXTR potentiate: human OXTR potentiation | activation, % at 3 µM | CHO-OTR cells, Fluo-8 calcium fluorescence, potentiator mode; 0% = oxytocin EC15, 100% = EC100 | 0.061% of 320,000 active | AID 2445;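 active = activation above that plate's cutoff, the mean activation of tested compounds plus 3 SD, cut at about 6.6% in these data, passing the limit was not always enough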;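 note: 100% uses oxytocin at 75 nM as the full agonist control; some results filed as inactive read as strong as hits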
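Material: CHO-OTR cells, human receptor; compound dosing: single dose, 3.0 µM nominal final compound concentration; schedule: 6 min compound pre-incubation at room temperature, 100 s kinetic read; measured by: kinetic Fluo-8 calcium fluorescence; read-out basis: % activation vs EC15 and EC100 oxytocin; controls: EC15 oxytocin alone as 0%, 75 nM oxytocin as 100%; replicates: singlicate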
The depositor's hits bear a star; · = no result given; & = joins results of further samples.

SMILES	CHRM1 antagonist	V1R ag counter	TAAR1 antagonist	OXTR agonist	CHRM1 PAM	CHRM1 agonist	CHO parental Ca	TAAR1 ag	OXTR potentiate
Cc1c(C(=O)NCc2ccc(Cl)c(Cl)c2)sc(=O)n1Cc1ccccc1F	12	·	18	·	-14	-4	·	5	·
COc1ccc(C)cc1NC(=O)C1CCN(C(=O)c2ccco2)CC1	-6	0.2	-9	-0.1	6	-2	-13	2	-3
COc1ccc(C2CC=C(C(C)=O)CN2S(=O)(=O)c2ccc(Cl)cc2)cc1 (stereo not drawn)	10&2	·	18&12	·	-10&-2	-8&-6	·	1&1	·
Cc1occc1C(=O)NCc1nc(-c2ccccc2)no1	-12	0.0	6	1.4	7	-3	0	4	-1
Cc1cccc(NC(=O)COc2ccc3c(c2)CCC3)n1	-1	·	-9	·	4	-1	·	10	·
C[C@H]1Cn2cnc(C(=O)Nc3ccc(CNC(=O)OC(C)(C)C)cc3)c2C(=O)N1	-12	·	13	·	2	-3	·	6	·
CCN(CC)c1nc(C#N)nc(N(CC)CC)n1	-17	·	-14	·	7	-1	·	2	·
CCc1nnc(NC(=O)CSc2nnc(-c3cccnc3)n2C)s1	-3	0.6	12	0.5	6	-11	-31	10	6
COc1ccc(OC)c(/C=C/C(=O)OCC(=O)N2CCN(S(=O)(=O)c3ccc(C)cc3C)CC2)c1	0	·	2	·	-4	-1	·	4	·
CCOC(=O)Cc1nnc(Nc2cccc(O)c2)c2ccccc12	2	-0.7	-7	-1.1	2	-3	-10	3	-2
CCN1CCN(c2cc(C)c3cc(NC(=O)Cc4ccccc4OC)ccc3n2)CC1	-18	0.9	-10	3.2	10	-4	-12	2	-4
COCC(C)N1CCC(n2nccc2NC(=O)c2ccc3c(c2)OCO3)CC1 (stereo not drawn)	15	-0.5	-13	-0.7	-3	-4	-5	-1	-1
O=C(CSc1nnnn1Cc1ccccc1)NCCc1ccccc1	0	1.4	7	-0.3	5	-5	-18	12	-13
COc1ccc(NS(=O)(=O)c2cccc(C(=O)N/N=C/c3cn(-c4ccccc4)nc3-c3ccccc3)c2)cc1	-9	-0.7	-20	-0.8	6	-4	3	2	-1
CCOc1ccc(CCNC(=O)c2cc3c(C)nccc3[nH]c2=O)cc1OCC	24	1.6	51*	-1.6	-5	2	-12	13	-10
CCCCOC(=O)C1CN(c2ccccc2)N=C1C(=O)OCC (stereo not drawn)	-20	-0.2	-15	-2.4	6	-12	-20	2	0
O=C(NC1CCCCCC1)c1ccc(CN2CCOCC2)cc1	-12	0.1	20	-0.5	7	-5	-2	0	-14
COc1cccc(-c2sc3ccc(OC)cc3c2C#CC(C)(C)O)c1	-5	1.2	23	-0.9	8	-7	-60	10	-5
CS(=O)(=O)c1ccc2nc(NC(=O)c3cc4ccccc4o3)sc2c1	-15	1.9	28	-0.3	6	-1	-11	17	-6
Cc1oncc1C(=O)N1CCCC(CO)(Cc2ccc(F)cc2F)C1 (stereo not drawn)	-6	0.4	-19	0.3	7	-3	-10	6	-10
COc1ccc2cc(CCNC(=O)c3ccc(S(=O)(=O)N4CCCC4)cc3)c(=O)[nH]c2c1	-11	2.3	-14	-0.5	5	-4	-17	5	1
Cc1cc(NC(=O)COC(=O)c2oc3c(Cl)cccc3c2C)no1	-2	0.6	-2	-1.9	2	-5	-11	-2	-8
O=C(c1cccs1)N1CCCC(c2nc(-c3ccc(F)cc3)no2)C1 (stereo not drawn)	-13	0.7	-13	0.4	6	-4	-16	1	-4
COc1cccc(Cn2cccc(NC(=O)Nc3cccc(C#N)c3)c2=O)c1	·	2.5	23	2.4	·	·	-16	5	-6
O=C(O)C1=CC[C@@H](c2ccc(Cl)cc2)N(S(=O)(=O)c2ccc(Cl)cc2)[C@H]1c1ccc(F)cc1	2	-0.2	35	-1.3	0	-4	-12	3	-11

(cont.)
SMILES	CHRM1 antagonist	V1R ag counter	TAAR1 antagonist	OXTR agonist	CHRM1 PAM	CHRM1 agonist	CHO parental Ca	TAAR1 ag	OXTR potentiate
CC(=O)N1CCN(c2ccc(NC(=S)NC(=O)COc3ccc(C(C)(C)C)cc3)cc2)CC1	26	9.9	30	13	-9	0	21	8	-18
CCN(CC(=O)Nc1ccccc1OC)C(=O)CSCC(=O)Nc1ccc(OC)cc1	8	0.3	-17	0.6	-6	-4	-20	2	-3
COc1ccc(CCN2C(=S)N(C)C(=O)C2CC(=O)Nc2ccc(OC)cc2)cc1 (stereo not drawn)	-8	4.8	26	7.1	6	-3	-11	13	-3
O=C(OCC(=O)N1CCCC1)c1ccc(OC(F)(F)F)cc1	8	-0.5	-12	-0.2	-1	0	5	1	-7
O=C(C/C=N/OCc1c(Cl)cccc1Cl)c1cnc(-c2ccccc2)s1	-4	0.4	-4	-1.4	3	-2	-12	7	-11
Cc1ccc(S(=O)(=O)CCC(=O)N2CCN(c3ccccc3O)CC2)cc1	-13	1.4	-12	0.9	11	-2	-21	-1	5
CC/C(=N\NC(=O)c1cc(C)nc2ccccc12)c1ccc(C)s1	2	-0.3	-1	-0.3	-3	-3	4	2	-4
Cc1nn(C)cc1NC(=O)c1nn(C)cc1[N+](=O)[O-]	-5	0.0	16	0.9	6	1	-1	1	4
C/C(N)=C(/C#N)C(=O)CSc1nc2ccccc2c(=O)n1-c1ccc(C)cc1	·	-0.6	·	0.2	·	·	-15	·	1
COc1ccc(CCNC(=S)N2CCN(S(=O)(=O)c3ccc(F)cc3)CC2)cc1	-2	2.9	-23	7.4	0	9	4	3	-12
COc1cccc(OC)c1C(=O)Nc1ccccc1N1CCCCC1	-11	0.2	-9	-1.6	15	5	-17	4	-8
O=C(CC1Nc2ccccc2NC1=O)Nc1cc(Cl)cc(Cl)c1 (stereo not drawn)	-15	0.4	6	0.6	9	2	-2	10	-8
O=C(Nc1ccc(S(=O)(=O)N2CCc3ccccc3C2)cc1)C1CCCO1 (stereo not drawn)	5	4.2	0	4.8	-4	-1	6	9	-12
CCOC(=O)N1CCC(Nc2cc(C)nc3c(-c4ccccc4OC)c(C)nn23)CC1	9	-0.8	-12	-1.1	-3	-10	0	-2	-1
O=C(Oc1ccc([N+](=O)[O-])cc1)c1cncc(Br)c1	-8	2.7	1	0.5	13	-4	-7	2	-5
O=C(NCc1nc2ccccc2[nH]1)C1=C[C@@H](c2ccc(C(F)(F)F)cc2)C[C@@H](OCCCCO)O1	6	0.7	14	0.1	-1	-2	-31	2	-1
COc1ccc(Cl)cc1-n1c(=S)sc2c(=O)n(-c3ccc(F)cc3)c(SCC(=O)O)nc21	-4	-0.5	-4	-0.7	7	-2	-16	4	-7
COc1ccc(Nc2nc(N3CCOCC3)nc(N3CCOCC3)n2)c(OC)c1	8	-0.2	16	-0.5	-5	-4	-9	0	-2
Cc1ccc(S(=O)(=O)NCC(C)n2nc(C)cc2C)cc1 (stereo not drawn)	-15	0.5	-5	0.2	11	-6	2	3	-1
COc1ccccc1N(CC(=O)Nc1ccc2c(c1)OCO2)S(=O)(=O)c1ccccc1	12	0.9	34	-0.9	-5	-3	-18	10	-21
O=C1CC(N2CCN(C(c3ccccc3)c3ccccc3)CC2)C(=O)N1Cc1ccc(N2CCCC2=O)cc1 (stereo not drawn)	-5	0.4	22	-1.9	1	-4	-32	9	-21
Cc1c(F)cccc1NS(=O)(=O)c1ccc2c(c1)c(=O)n(C)c(=O)n2C	1	3.0	2	0.8	8	-4	-18	32	-8
CC1CCN(C(=O)COC(=O)c2ccc3ccccc3n2)CC1	-6	-0.8	11	-1.7	2	-5	2	5	-4
Cc1nn(CC(=O)Nc2ccc(C(=O)N3CCCCC3)cc2)c(=O)c2ccccc12	-9	0.2	-2	-0.2	7	-6	-8	11	4
Cc1ccc(S(=O)(=O)NNC(=O)c2cc3cc4ccccc4nc3s2)cc1	0	-0.7	16	-1.8	1	-3	-18	2	-13
COc1ccc(CCN2C(=O)C3C4CC(C5C(C(=O)N/N=C\c6ccc(Cl)cc6)=NOC45)C3C2=O)cc1OC (stereo not drawn)	-6	-1.9	-6	-2.9	10	-5	-30	17	-12
O=C(COC(=O)COc1ccccc1)Nc1ccc2c(c1)OCCO2	-5	0.5	-8	2.1	5	-1	-9	2	-2
CCOCCCNC(=O)CC1Oc2ccc(C)cc2NC1=O (stereo not drawn)	-1	0.8	-29	0.9	-3	0	4	1	-1
COc1ccc(COC(=O)C2=C(C)NC(=O)NC2c2cccc(Br)c2)cc1 (stereo not drawn)	0	2.8	7	-1.2	3	-3	28	2	-12

Compound profiles (already shown). Screens in order: CHRM1 antagonist	V1R ag counter	TAAR1 antagonist	OXTR agonist	CHRM1 PAM	CHRM1 agonist	CHO parental Ca	TAAR1 ag	OXTR potentiate
`COc1ccc(C2CC=C(C(C)=O)CN2S(=O)(=O)c2ccc(Cl)cc2)cc1` (stereo not drawn) is listed with 10&2	·	18&12	·	-10&-2	-8&-6	·	1&1	·
`O=C(NC1CCCCCC1)c1ccc(CN2CCOCC2)cc1` is listed with -12	0.1	20	-0.5	7	-5	-2	0	-14
`CCN(CC(=O)Nc1ccccc1OC)C(=O)CSCC(=O)Nc1ccc(OC)cc1` is listed with 8	0.3	-17	0.6	-6	-4	-20	2	-3
`Cc1oncc1C(=O)N1CCCC(CO)(Cc2ccc(F)cc2F)C1` (stereo not drawn) is listed with -6	0.4	-19	0.3	7	-3	-10	6	-10
`O=C(NCc1nc2ccccc2[nH]1)C1=C[C@@H](c2ccc(C(F)(F)F)cc2)C[C@@H](OCCCCO)O1` is listed with 6	0.7	14	0.1	-1	-2	-31	2	-1

4 records drawn at random from the list so far, as already listed:
SMILES	CHRM1 antagonist	V1R ag counter	TAAR1 antagonist	OXTR agonist	CHRM1 PAM	CHRM1 agonist	CHO parental Ca	TAAR1 ag	OXTR potentiate
COc1ccc(OC)c(/C=C/C(=O)OCC(=O)N2CCN(S(=O)(=O)c3ccc(C)cc3C)CC2)c1	0	·	2	·	-4	-1	·	4	·
Cc1cc(NC(=O)COC(=O)c2oc3c(Cl)cccc3c2C)no1	-2	0.6	-2	-1.9	2	-5	-11	-2	-8
CCOC(=O)Cc1nnc(Nc2cccc(O)c2)c2ccccc12	2	-0.7	-7	-1.1	2	-3	-10	3	-2
COc1ccc(COC(=O)C2=C(C)NC(=O)NC2c2cccc(Br)c2)cc1 (stereo not drawn)	0	2.8	7	-1.2	3	-3	28	2	-12

Source: PubChem (The Scripps Research Institute Molecular Screening Center)
